Compound activity: PubChem, National Center for Advancing Translational Sciences (NCATS)
p53 reactivation: qHTS assay for re-activators of p53 using a Luc reporter | H1299 p53-A138V BP100-luciferase reporter, luminescence, 24 h | Potency, µM (doses to about 92.2 µM), for inactives: at the highest dose activity change, positive = activation, usual class: activators | 320,000 tested, 0.063% active; also: % of control where 0% means no effect; nearly all actives have a fitted effect of over 45% in size
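p53-null H1299 cells stably carrying temperature-sensitive p53-A138V and a BP100-luciferase reporter were pinned with compounds (4-point, 1:5 series) and held 24 hrs at 37 deg C. Luminescence was read 10 min after detection reagent.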
Gal4-VP16 FLuc: VP16 counterscreen qHTS for inhibitors of ROR gamma transcriptional activity; Drosophila S2 Gal4-VP16 UAS-luciferase, luminescence, 20 h; Potency, µM (top dose mostly 53.6 µM), without a hit: at the highest dose activity, negative = inhibition, most hits filed as inhibitors; 310,000 tested, 3.5% active;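 also: Gal4-VP16 expression switched on by copper sulfate through the metallothionein promoter; % is scaled to controls: 0 for no effect and ±100 for the full control effect; nearly all actives have a fitted effect of over 50% in size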
RORgamma inh: qHTS for inhibitors of ROR gamma transcriptional activity; 310,000 tested, 5.4% active; AID 2551, 2010; Potency, µM (titrated, usually from 53.6 µM), for inactives: top-dose activity change, negative = inhibition, most hits filed as inhibitors; Drosophila S2 Gal4-RORgamma UAS-luciferase reporter, 20 h; also: % is scaled to controls: 0 for no effect and ±100 for the full control effect; nearly all actives have a fitted effect of over 60% in size
Target sequence (P51450 whole entry, looked up, the tested form may be a part): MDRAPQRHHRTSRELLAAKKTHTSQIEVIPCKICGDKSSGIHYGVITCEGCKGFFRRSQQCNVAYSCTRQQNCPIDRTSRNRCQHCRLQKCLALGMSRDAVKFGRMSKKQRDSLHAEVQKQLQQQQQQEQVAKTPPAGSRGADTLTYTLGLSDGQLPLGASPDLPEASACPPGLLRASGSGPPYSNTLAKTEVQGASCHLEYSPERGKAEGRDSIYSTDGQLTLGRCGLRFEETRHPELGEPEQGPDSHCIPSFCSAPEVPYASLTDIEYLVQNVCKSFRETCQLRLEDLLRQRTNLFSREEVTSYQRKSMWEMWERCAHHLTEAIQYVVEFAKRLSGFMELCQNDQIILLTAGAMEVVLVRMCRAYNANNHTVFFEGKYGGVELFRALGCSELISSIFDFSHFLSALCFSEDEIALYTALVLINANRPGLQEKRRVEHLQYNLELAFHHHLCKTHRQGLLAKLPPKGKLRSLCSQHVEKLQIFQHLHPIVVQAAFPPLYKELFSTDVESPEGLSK
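ROR gamma transcriptional activity was tracked as Gal4-UAS luciferase output in stably transfected Drosophila Schneider cells, with compound added 1 hr before 700 uM copper sulfate induction and a 20 hr ambient-temperature incubation.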
FLuc modulator: qHTS profiling assay for firefly luciferase inhibitor/activator using purifed enzyme and Km concentrations of substrates (counterscreen for miR-21 project). purified FLuc, Km substrates, luminescence inhibition. Potency, µM (highest dose often 57.5 µM), for inactives: at the top dose activity change, negative = inhibition, usual class: inhibitors. Luciferin 4-monooxygenase (Photinus pyralis), P08659. 360,000 tested, 6.9% active. AID 588342, 2011;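 also: plate controls were vehicle for no effect and reference inhibitor for full effect; nearly all actives have a fitted effect of over 55% in size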
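Purified P. pyralis luciferase, 10 nM final, with Km-level 10 uM D-luciferin and 10 uM ATP in 50 mM Tris acetate pH 7.5, 10 mM Mg acetate, 0.01% Tween-20, 0.05% BSA; 6-point qHTS titration about 60 µM downward; luminescence read.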
BRCA1 expr act: qHTS Assay to Identify Small Molecule Activators of BRCA1 Expression | MCF7-BRCA1-FFLuc reporter, luminescence, 48 h; response scale: scaled: vehicle 0%, 10 µM genistein 100% | Potency, µM (series often up to 46.1 µM), for inactives: top-dose activation, hits mostly activators | 380,000 tested, 1.1% active | AID 624202, 2012; also: nearly all actives have a fitted effect of over 80% in size; some results filed as inactive show a strong effect at the top dose
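MCF7-BRCA1-FFLuc, 2000 cells/well; 2 h attach, 37 °C/5% CO2; compound 48 h; luciferase substrate 15 min; luminescence end-point. Norm. to genistein 10 microM max activation and DMSO; concentration-response curves fitted.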
Rab9 prom act: qHTS Assay for Rab9 Promoter Activators | 320,000 tested, 2.8% active | Huh7 Rab9 promoter-luciferase reporter, luminescence, 24 h | Potency, µM (highest dose often 9.22 µM), without a hit: at the top dose activation, negative = inhibition, actives largely listed as activators; also: % of control where 0% means no effect; nearly all actives have a fitted effect of over 60% in size
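Using Huh7 cells stably transfected with Rab9 promoter–luciferase, compounds were incubated 24 h at 37 °C, 5% CO2; luciferase luminescence was read 10 min after reagent addition.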
ELG1 genotox: qHTS screen for small molecules that induce genotoxicity in human embryonic kidney (HEK293T) cells expressing luciferase-tagged ELG1; Potency, µM (titrated, usually from 46 µM), inactives show top-dose activity change, positive = activation, actives largely listed as activators; HEK293T ELG1-luciferase reporter, luminescence, 16 h; AID 504466, 2011; 330,000 tested, 1.3% active; also: % of control where 0% means no effect; nearly all actives have a fitted effect of over 60% in size
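Luminescence read-out: rising ELG1-luciferase signal, reflecting elevated ELG1 protein under genetic stress, flags genotoxic compounds. Cells were treated for 16 hr at 37 °C before ONE-Glo detection.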
MBNL1-CUG inh: qHTS Assay for Inhibitors of MBNL1-poly(CUG) RNA binding; Potency, µM (doses to about 57.5 µM), without a hit: at the top dose activity change, negative = inhibition, actives largely listed as inhibitors; 280,000 tested, 0.036% active; TR-FRET MBNL1-His/biotin-(CUG)12 binding, 665/545 ratio; active = well fitted inhibition curve with a large enough effect in the signal ratio, with a control signal flat, not every such curve was filed as active; inconclusive = small, poorly fitted or top-dose-only effect, or effect the other way, or a change in a side signal; inactive = no such curve, though single readings can be large or run the other way; the % refers to the signal ratio; also: % is scaled to controls: 0 for no effect and ±100 for the full control effect
Target sequence (Q9NR56 whole entry, looked up): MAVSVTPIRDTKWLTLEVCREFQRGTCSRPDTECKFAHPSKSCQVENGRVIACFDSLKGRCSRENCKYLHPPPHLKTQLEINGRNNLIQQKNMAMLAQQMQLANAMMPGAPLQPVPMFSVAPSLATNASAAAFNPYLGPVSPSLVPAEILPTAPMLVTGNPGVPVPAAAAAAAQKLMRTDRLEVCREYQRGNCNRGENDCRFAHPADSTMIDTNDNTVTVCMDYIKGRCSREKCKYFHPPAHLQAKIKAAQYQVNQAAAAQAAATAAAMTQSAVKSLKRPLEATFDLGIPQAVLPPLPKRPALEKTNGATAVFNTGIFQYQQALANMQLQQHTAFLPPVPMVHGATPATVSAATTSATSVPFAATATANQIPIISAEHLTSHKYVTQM
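Inhibition of protein-RNA binding appears as loss of TR-FRET between terbium anti-His antibody on MBNL1-His and streptavidin-XL665 on biotin-(CUG)12. Activity is normalized to buffer-only and uninhibited-complex controls.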
NPC1 prom act: qHTS Assay for NPC1 Promoter Activators; Huh7 NPC1 promoter luciferase reporter, 24 h; Potency, µM (doses to about 9.22 µM), for the others: at the highest dose activation, hits mostly activators; 320,000 tested, 2.4% active;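 also: % of control where 0% means no effect; nearly all actives have a fitted effect of over 60% in size; reporter is driven by a mutant NPC1 promoter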
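Huh7 cells stably carrying NPC1 promoter–luciferase, plated in Opti-MEM with 10% FBS for 2 h, were exposed to compound in DMSO for 24 h at 37 °C; luciferase reagent was added for 10 min and luminescence read.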
uPA surface inh: qHTS for Inhibitors of Cell Surface uPA Generation; cell surface uPA generation assay, qHTS; Potency, µM (top dose mostly 38.3 µM), for inactives: at the highest dose activity change, negative = inhibition, most hits filed as inhibitors; 330,000 tested, 0.31% active; AID 540303, 2011; active = well fitted inhibition curve with a large enough effect; inconclusive = small, poorly fitted or top-dose-only effect; inactive = no such curve, though single readings can be large or run the other way; tested in mouse RAW 264.7 cells; also: % is scaled to controls: 0 for no effect and ±100 for the full control effect; nearly all actives have a fitted effect of over 55% in size
Numbers without * were called inactive; ? = inconclusive; / = no result given; & = joins results of further samples; [ ] = another dose, or the depositor's remark. Unless noted, calls follow the shape of the dose curve; as a rule, active = well fitted curve in the direction sought with a large enough effect; inconclusive = small, poorly fitted or top-dose-only effect, or another doubt; inactive = no such curve, though single readings can be large; an effect the other way counts as inactive or inconclusive. Potency is read from the fitted curve at half-maximal effect. An unsorted share of the library; overall some 13% were active at least once.

compound	p53 reactivation	Gal4-VP16 FLuc	RORgamma inh	FLuc modulator	BRCA1 expr act	Rab9 prom act	ELG1 genotox	MBNL1-CUG inh	NPC1 prom act	uPA surface inh
CC(C)c1cccc(-c2ccc3c(c2)S(=O)(=O)c2cccc(C(=O)NCc4ccco4)c2C3=O)c1	4%	/	/	/	-25%	/	3%	/	/	-5%
Cc1cc(-c2ccc(C(C)C)c(S(=O)(=O)NCc3ccco3)c2)on1	1%	-2%	2%	0%	-13%	-2%	0%	1%	-4%	0%
CC(=O)c1cccc(NC(=O)CCn2c(=S)oc3ccccc32)c1	/	-2%	-3%	-1%	-37%	-2%	4%	16%	-1%	0%
O=C(Nc1nc2ccsc2c(=O)s1)c1ccc(F)cc1	6%	-1%	29%	0.54µM*	?	0.28µM*	?	5%	0.4µM*	6%
O=C(CO/N=C/c1ccc(Cl)cc1Cl)NNC(=O)c1cccc(Cl)c1	-5%	-1%	3%	-7%	-2%	-5%	-1%	-9%	-1%	-1%
CCOC(=O)c1ccccc1NC(=O)c1cc(S(=O)(=O)N2CCOCC2)ccc1F	-16%	-8%	12%	-2%	-36%	1%	-8%	0%	-3%	-10%
Cc1ccc(S(=O)(=O)N2CCC(C(=O)N[C@H](C(=O)N3CCN(C)CC3)C(C)C)CC2)cc1	-6%	-5%	1%	2%	-2%	1%	1%	2%	4%	/
O=C(NCc1ccc2c(c1)OCO2)C1CCCN(S(=O)(=O)c2cccs2)C1 (stereo not drawn)	-5%	-12%	?	-9%	7%	-5%	-1%	-10%	1%	15%
CCOC(=O)c1c(C)n(C)c2ccc(O)c(CN(CC)CC)c12	5%	2%	-11%	0%	2%	0%	0%	-3%	0%	-3%
CCOC(=O)c1sc(NC(=O)Cc2ccc(C)cc2)nc1C	-3%	-2%	1%	-16%	24%	-3%	-5%	-3%	-5%	12%
O=[N+]([O-])c1cccc(S(=O)(=O)N/N=C\c2ccc3c(c2)OCO3)c1	14%	-1%	-5%	?	6%	-1%	8%	17%	2%	-1%
COc1cc2c(cc1NC(=O)/C=C/c1cc(OC)c(OC)c(OC)c1)oc1ccccc12	-20%	-15%	23%	5%	-31%	-2%	-6%	9%	-3%	4%
O=S(=O)(NCCC(c1ccc(F)cc1)c1ccco1)c1ccccc1 (stereo not drawn)	8%	?	132%	2%	-27%	0%	-2%	0%	-2%	3%
NC(=O)C1CCN(C(=O)c2cccc3ccccc23)CC1	/	-5%	-15%	2%	13%	-7%	3%	-1%	-3%	43%[activator]
CCOC(=O)c1cnc2cc(C)nn2c1C	1%	21%	-19%	-3%	10%	2%	1%	1%	-3%	-3%
S=c1[nH]nc(COc2cccc3ccccc23)n1Cc1ccccc1	-4%	?	3.2µM*	1%	-4%	-2%	-3%	-2%	1%	4%
CCC(=O)N1CCN=C1SCc1cc(C)ccc1C	9%	12%	2%	0%	-2%	3%	-2%	1%	2%	3%
CC(=O)N1CCCc2cc(S(=O)(=O)N3CCCC(C(=O)Nc4ccccc4C)C3)ccc21 (stereo not drawn)	-6%	-1%	-3%	-1%	1%	-1%	-5%	6%	2%	-1%
O=C(CN1CCN(S(=O)(=O)c2ccc(Br)cc2)CC1)N/N=C/c1cccnc1	-2%	-10%	5%	4%	-19%	-1%	-3%	2%	-3%	0%
CN(C)C=NC(=O)c1cc(C(=O)c2ccc(Cl)cc2)c[nH]1	2%	-9%	-6%	?	?	24%	-11%	-12%	5%	-4%
Cc1cc(Br)cc(Cl)c1OCC(=O)NC(=O)NCc1ccccc1	-11%	-12%	?	1%	-12%	-3%	-3%	-8%	-2%	17%
CC1(C(=O)NC2CCCCCCC2)CCC(=O)N1Cc1cccnc1 (stereo not drawn)	3%	-5%	-4%	2%	2%	7%	-4%	-5%	-6%	8%
O=C(Cc1ccc2c(c1)OCCO2)N1CCN(S(=O)(=O)c2ccccc2C(F)(F)F)CC1	2%	5%	?	-3%	-25%	1%	-1%	3%	-2%	1%
N#CC1(NC(=O)COc2ccccc2[N+](=O)[O-])CCCCC1	2%	/	/	-1%	-4%	11%	8%	/	6%	1%
Cn1c(=O)[nH]c(=O)c2c1nc(SCCO)n2CCCc1ccccc1	-6%	-7%	14%	0%	-16%	-1%	14%	3%	-1%	2%
CN1c2ccccc2N(C)C1(C)c1cccc2ccccc12	12%	?	21%	1%	-95%[inhibitor]	-5%	-1%	?	-6%	-3%
Cc1ccccc1N1CC(C(=O)Nc2ccc(S(=O)(=O)NCC3CCCO3)cc2)CC1=O (stereo not drawn)	0%	10%	0%	-1%	-4%	0%	0%	-3%	-30%	2%
Cc1cc(C)cc(NC(=O)CSc2nc(=O)n(CCN3CCOCC3)c3c2CCCC3)c1	4%	/	/	2%	0%	-7%	-1%	/	-1%	2%
Cc1ccc(NS(=O)(=O)c2cccs2)c(C)c1	8%	-19%	0%	1%	-9%	-2%	2%	-1%	-2%	-6%
CSc1ccc(CCNC(=O)c2cc(C)nn2-c2ccccc2)cc1	2%	0%	12%	1%	1%	6%	-3%	-14%	2%	8%
Cc1cc(N(CC(=O)O)S(C)(=O)=O)ccc1Br	4%	-13%	-11%	4%[2.3 µM]	0%	7%	-1%	-8%	-1%	1%
COc1cc(/C=C/C(=O)NCCn2c(C)cc3ccccc32)cc(OC)c1OC	0%	-6%	40%	2%	-35%	-1%	0%	26%	-6%	18%
CC(C)(C)c1cc(-c2ccccc2)no1	2%	-8%	-1%	?	3%	-7%	-1%	0%	-1%	5%
Cc1ccc(-c2nc3ccsc3c(=O)[nH]2)cc1	20%	18%	23%	12µM*	12%	?	?	5%	21%	-7%
CC(C)(CO)CNC(=O)c1ccc2nc(Cc3cccc(Cl)c3)oc2c1	/	-4%	-6%[1.91 µM]	6%	-10%	1%	2%	-5%	-5%	6%
O=C(Nc1cccc(S(=O)(=O)NCc2ccco2)c1)c1cc(-c2ccc(F)cc2)nc2ccccc12	3%	1%	?	?	-72%	1%	-7%	1%	-1%	-3%
Cc1ccc(C)n1-c1ccccc1N1CCCCC1	-6%	2%	-15%	4%	-22%	-1%	-1%	1%	-7%	2%
CC[C@]12c3[nH]c4cc(CCC(=O)N(C)C)ccc4c3CCN1C(=O)[C@@H](CC(=O)NCC13CC4CC(CC(C4)C1)C3)C[C@@H]2C(=O)N1CCN(C(=O)C2CC2)CC1	8%	/	/	/	-22%	/	-1%	/	/	-10%
NC1=NC(=O)/C(=C/c2ccc(Br)cc2)S1	/	-19%	-12%	-12%	3%	0%	1%	1%	3%	1%
CC1CC(C)CN(C(=O)C2CCN(S(=O)(=O)c3ccc4c(c3)CC(C)N4C(=O)C3CC3)CC2)C1 (stereo not drawn)	-9%	1%	8%	1%	-15%	-8%	0%[9.26 µM]	2%	-1%	3%
O=C(NCC(c1ccco1)N1CCCC1)c1cc(S(=O)(=O)N2CCCCC2)ccc1Cl (stereo not drawn)	6%	/	/	/	-19%	/	-2%	/	/	-4%
O=C1NC(c2ccccc2)Nc2c1sc(=S)n2-c1ccccc1 (stereo not drawn)	7%	-10%	-20%	?	0%	-2%	-3%	24%	-4%	1%
CC(CCOC1=NS(=O)(=O)c2ccccc21)NC(=O)C(=O)Nc1ccccc1 (stereo not drawn)	12%	-1%	-3%	-4%	32%	27%	7%	0%	17%	9%
CCCc1ccc(-c2cc(C(=O)N3CCN(c4ccccn4)CC3)c3ccccc3n2)cc1	11%	14µM*	11µM*	0.11µM*	13%	?	?	40%[activator]	?	7.1µM*
Cc1cccc(OCC(=O)Nc2cc(C)on2)c1	?	-17%	-20%	?	0%	-3%	9%	-6%	1%	2%
Cc1cccc(NC(=O)CCNS(=O)(=O)c2cccc3nonc23)c1C	3%	2%	1%	-2%	13%	-5%	-5%	?	-2%	-2%
Fc1ccc(C(CCCn2nnc(-c3cccnc3)n2)c2ccc(F)cc2)cc1	-2%	?	-22%	-1%	-82%[inhibitor]	5%	-10%	-1%	0%	-7%
Cc1cccc(Cc2cnc(N3C(=N)SC(C)C3=O)s2)c1 (stereo not drawn)	3%	1.1µM*	0.35µM*	?	-50%	-10%	5%	26%	0%	5%
CC1=C(C(=O)OCc2ccccc2)C(c2ccc(C(C)(C)C)cc2)NC(=O)N1CCCCCC(=O)O (stereo not drawn)	-5%	-4%&-7%	?	-1%	-1%	0%	1%	?	0%	?
